Tb PFK inh = blocks T. brucei phosphofructokinase. 330,000 tested, 0.17% active. O15648. Potency, µM (series often up to 57.5 µM), without a hit: at the highest dose activity, negative = inhibition, most hits filed as inhibitors. AID 485367. T. brucei PFK, ADP-Glo luminescence;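 also: potency is read from the fitted curve at half-maximal effect; 0% = uninhibited 1x PFK enzyme wells and -100% = no-enzyme wells; nearly all actives have a fitted effect of over 60% in size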
Target sequence (O15648 whole entry, looked up): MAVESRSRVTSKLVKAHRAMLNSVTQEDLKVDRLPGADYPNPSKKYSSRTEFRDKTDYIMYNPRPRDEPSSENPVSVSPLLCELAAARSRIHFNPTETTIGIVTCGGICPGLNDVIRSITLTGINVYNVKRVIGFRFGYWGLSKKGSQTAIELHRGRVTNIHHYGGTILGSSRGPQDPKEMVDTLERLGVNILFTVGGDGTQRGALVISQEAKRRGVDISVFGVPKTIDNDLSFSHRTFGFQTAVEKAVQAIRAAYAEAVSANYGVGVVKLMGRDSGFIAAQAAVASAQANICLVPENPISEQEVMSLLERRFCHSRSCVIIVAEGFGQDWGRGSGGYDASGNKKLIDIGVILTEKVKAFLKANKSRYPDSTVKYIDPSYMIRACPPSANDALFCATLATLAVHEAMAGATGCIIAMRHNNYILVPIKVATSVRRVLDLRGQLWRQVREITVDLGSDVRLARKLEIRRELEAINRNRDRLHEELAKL
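Compounds were pin-transferred as a titration series up to 57 uM into substrate buffer (0.5 mM F6P, 0.1 mM ATP, pH 8.0), then 1.25 nM PFK was added and reactions ran 45 min before ADP-Glo detection.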
uPA surface inh = inhibitors of cell surface uPA generation. 330,000 tested, 0.31% active. cell surface uPA generation assay, qHTS. AID 540303. Potency, µM (top dose mostly 38.3 µM), without a hit: at the top dose activity change, negative = inhibition, most hits filed as inhibitors; active = well fitted inhibition curve with a large enough effect; inconclusive = small, poorly fitted or top-dose-only effect; inactive = no such curve, though single readings can be large or run the other way; tested in mouse RAW 264.7 cells; also: potency is read from the fitted curve at half-maximal effect; % is scaled to controls: 0 for no effect and ±100 for the full control effect; nearly all actives have a fitted effect of over 55% in size
KCNH2 3.1 block = inhibitors of human KCNH2 3.1 potassium channel isoform; 340,000 tested, 0.95% active; U2OS KCNH2 3.1, thallium flux FluxOr; active compounds read low; activity change, % (tested at about 1.8 µM);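 active = maximum activity change below -70%; inconclusive = maximum activity change from -70% to -50%; inactive = maximum activity change above -50%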;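 also: thallium influx rate constant from kinetic fluorescence after stimulation buffer; % is scaled to controls: 0 for no effect and ±100 for the full control effect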
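Kinetic fluorescence (2 min after stimulation buffer) measures Tl+ influx through KCNH2 3.1 expressed by viral transduction in U2OS cells; the rate constant is normalized against DMSO controls serving as positive and negative references.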
Gal4-VP16 FLuc = inhibits Gal4-VP16 luciferase reporter, ROR gamma counter-screen; Drosophila S2 Gal4-VP16 UAS-luciferase, luminescence, 20 h; Potency, µM (doses to about 53.6 µM), for inactives: at the top dose activity, negative = inhibition, most hits filed as inhibitors; 310,000 tested, 3.5% active;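 also: Gal4-VP16 expression switched on by copper sulfate through the metallothionein promoter; potency is read from the fitted curve at half-maximal effect; % is scaled to controls: 0 for no effect and ±100 for the full control effect; nearly all actives have a fitted effect of over 50% in size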
Rab9 prom act = activates the Rab9 promoter; 320,000 tested, 2.8% active; Huh7 Rab9 promoter-luciferase reporter, luminescence, 24 h; Potency, µM (titrated, usually from 9.22 µM), for the others: top-dose activation, negative = inhibition, most hits filed as activators; also: potency is read from the fitted curve at half-maximal effect; % of control where 0% means no effect; nearly all actives have a fitted effect of over 60% in size
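Huh7 cells stably carrying Rab9 promoter–luciferase reporter, plated 1500 cells/well, compound added after 2 h and incubated 24 h at 37 °C; luciferase luminescence then read after 10 min with detection reagent.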
FBPA coupling cs = coupling enzyme interference in Giardia aldolase counter-screen | coupling enzyme system counterscreen, AmpLite Red fluorescence | activity change, negative = inhibition, % at 58.2 µM, hits read low | 290,000 tested, 0.67% active | AID 2472; in the data active = activity change below about -30%; also: % is scaled to controls: 0 for no effect and ±100 for the full control effect
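Coupling enzymes only (glyceraldehyde-3-phosphate) + compound, at 57.5 uM final, 10 min RT; add substrate/coupling/AmpLite Red mix, 20 min RT; fluorescence ex 525/em 598 nm. Actives flag coupling-system interference.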
FLuc modulator = firefly luciferase modulation, counter-screen for miR-21 project; P08659; purified FLuc, Km substrates, luminescence inhibition; Potency, µM (highest dose often 57.5 µM), inactives show at the highest dose activity change, negative = inhibition, hits mostly inhibitors; 360,000 tested, 6.9% active; AID 588342;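 also: potency is read from the fitted curve at half-maximal effect; plate controls were vehicle for no effect and reference inhibitor for full effect; nearly all actives have a fitted effect of over 55% in size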
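Purified P. pyralis luciferase (10nM final) with 10uM D-luciferin and 10uM ATP (Km levels) in 50mM Tris acetate pH 7.5, 10mM Mg acetate, 0.01% Tween-20, 0.05% BSA; qHTS 6-point titration, ~60 µM downward; luminescence read.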
RORg inh = blocks mouse ROR gamma transcriptional activity; Drosophila S2 Gal4-RORgamma UAS-luciferase reporter, 20 h; Potency, µM (doses to about 53.6 µM), for inactives: top-dose activity change, negative = inhibition, hits mostly inhibitors; 310,000 tested, 5.4% active; AID 2551; also: potency is read from the fitted curve at half-maximal effect; % is scaled to controls: 0 for no effect and ±100 for the full control effect; nearly all actives have a fitted effect of over 60% in size
Target sequence (P51450 whole entry, looked up, the tested form may be a part): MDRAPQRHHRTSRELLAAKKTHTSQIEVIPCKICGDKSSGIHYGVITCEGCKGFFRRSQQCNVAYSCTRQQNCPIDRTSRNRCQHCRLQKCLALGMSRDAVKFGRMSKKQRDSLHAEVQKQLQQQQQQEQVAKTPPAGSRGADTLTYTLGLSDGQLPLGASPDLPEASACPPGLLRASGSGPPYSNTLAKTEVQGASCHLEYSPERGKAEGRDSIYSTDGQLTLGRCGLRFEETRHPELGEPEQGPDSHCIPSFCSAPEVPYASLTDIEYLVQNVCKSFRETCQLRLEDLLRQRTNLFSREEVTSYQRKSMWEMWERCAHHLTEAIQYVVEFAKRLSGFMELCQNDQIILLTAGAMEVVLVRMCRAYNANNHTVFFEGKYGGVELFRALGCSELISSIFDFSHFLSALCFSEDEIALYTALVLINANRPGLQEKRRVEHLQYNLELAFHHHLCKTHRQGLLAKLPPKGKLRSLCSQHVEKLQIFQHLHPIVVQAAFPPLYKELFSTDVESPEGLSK
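Drosophila S2 cells stably expressing Gal4-DBD/mouse RORγ fusion under metallothionein promoter plus UAS-luciferase; compound 1 h, then 700 uM CuSO4 induction for 20 h at ambient temperature; inhibition read as reduced luminescence.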
ELG1 genotoxic = inducers of genotoxicity in HEK293T ELG1-luciferase cells; HEK293T ELG1-luciferase reporter, luminescence, 16 h; Potency, µM (series often up to 46 µM), for inactives: top-dose activity change, positive = activation, usual class: activators; 330,000 tested, 1.3% active; also: potency is read from the fitted curve at half-maximal effect; % of control where 0% means no effect; nearly all actives have a fitted effect of over 60% in size
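16 hr compound incubation (37 °C, 5% CO2) of HEK293T cells carrying luciferase-tagged ELG1; luciferase then measured by ONE-Glo luminescence after 30 min at RT.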
Giardia killer = kills Giardia lamblia. AID 540267. 340,000 tested, 0.15% active. activity change, % at 7.66 µM, hits read low. Giardia lamblia trophozoite viability; in the data active = activity change below about -80%; inconclusive = between about -30% and that limit;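 also: parasites exposed to compound for two days anaerobically before the ATP read; % is scaled to controls: 0 for no effect and ±100 for the full control effect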
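Luminescence from cellular ATP indicates surviving trophozoites (100 cells/well) following 48 hrs anaerobic compound treatment at 37 deg C; signal develops 15-30 min at room temperature.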
NPC1 prom act = activators of NPC1 promoter; 320,000 tested, 2.4% active; Potency, µM (highest dose often 9.22 µM), for inactives: top-dose activation, most hits filed as activators; Huh7 NPC1 promoter luciferase reporter, 24 h; AID 485313;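 also: potency is read from the fitted curve at half-maximal effect; % of control where 0% means no effect; nearly all actives have a fitted effect of over 60% in size; reporter is driven by a mutant NPC1 promoter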
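NPC1 promoter–luciferase Huh7 cells; 24 h compound; luminescence.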
Numbers without * were called inactive; ? = inconclusive; . = no result given; [ ] = another dose, or the depositor's remark. Unless noted, calls follow the shape of the dose curve; as a rule, active = well fitted curve in the direction sought with a large enough effect; inconclusive = small, poorly fitted or top-dose-only effect, or another doubt; inactive = no such curve, though single readings can be large; an effect the other way counts as inactive or inconclusive.

SMILES	Tb PFK inh	uPA surface inh	KCNH2 3.1 block	Gal4-VP16 FLuc	Rab9 prom act	FBPA coupling cs	FLuc modulator	RORg inh	ELG1 genotoxic	Giardia killer	NPC1 prom act
Oc1nc(Nc2cccc(Cl)c2)sc1/C=C1\C=Nc2ccccc21	0.6%	?	-12.3	?	7.8%	-0.5	?	?	-3.6%	-21.1	7.8%
COc1ccc(C(=O)/C=C(\C)NCc2ccc3c(c2)OCO3)cc1	0.7%	-2.1%	4.3	2.1%	0.1%	.	-15.7%	25.8%	-0.1%	16.9	-1.9%
CCC(C)c1ccccc1OCCn1ccnc1 (centres undefined)	-3.8%	-3.8%	-8.9	-6.9%	-7.2%	-18.8	8.3%	-33.5%	-3.8%	-11.8	-1.1%
CCOC(=O)c1cnc2c(OC)cccc2c1N1CCN(c2ccccn2)CC1	0.2%	-7.0%	-14.4	-3.0%	-1.9%	-3.4	1.0%	11.7%	-18.9%	1.6	-0.5%
Cc1c(NC2=NC3(CCCCC3)Cc3ccccc32)c(=O)n(C)n1-c1ccccc1	-4.4%	-0.4%	-194.2*	-2.8%	1.8%	2.1	0.0%	-33.5%	-1.4%	5.2	-1.8%
Cc1ccc(NC(=O)CCc2nnc3ccc(N4CCOCC4)nn23)cc1C	-5.3%	5.2%	-3.2	-0.9%	9.1%	-4.0	-1.4%	-4.0%	-6.1%	-20.9	-4.3%
CCCCCCCCNC(=O)/C(C#N)=C/c1ccc2c(c1)OCCO2	-0.2%	15.4%	19.0	2.8%	-6.6%	-2.3	-0.8%	-7.5%[10 µM]	0.8%	1.6	-0.9%
O=C(COC(=O)c1n[nH]c2ccccc12)Nc1ccc([N+](=O)[O-])cc1	-1.8%	6.1%	2.7	6.7%	2.4%	5.1	-8.9%	25.7%	-0.6%	?	2.6%
CSC1=C(C#N)C(c2ccc(C)cc2)C2=C(CCCC2=O)N1 (centres undefined)	-6.1%	2.8%	26.1	-9.5%	-7.9%	-4.4	1.2%	-18.3%	-4.1%	6.3	1.4%
Cc1ccc(N=Nc2ccc(O)c(/C=N\NC(=O)c3ccc(N)cc3)c2)cc1C	-0.5%	.	-2.8	2.24µM*	2.82µM*	0.8	?	3.16µM*	?	2.6	1.41µM*
CN(C)S(=O)(=O)n1cc(/C=C(\NC(=O)c2ccccc2F)C(=O)N2CCCC2)c2ccccc21	1.7%	-5.4%	-3.1	-9.9%	-0.5%	1.1	-0.9%	32.1%	-7.0%	-6.1	-2.2%
CCOCCCNC(=O)Cn1cc2c(n1)CCCC2	-3.2%	8.5%	-2.2	-10.5%	-1.3%	0.2	0.0%	-13.8%	-0.5%	-8.3	0.6%
COCC(=O)Oc1c(S(=O)(=O)c2ccc(C)cc2)c(C)nn1-c1ccccc1	-8.0%	7.2%	1.2	-0.8%	2.2%	9.5	-1.1%	-20.5%	0.3%	5.7	-1.7%
Cc1ccc(NC(=O)C2CC=CCC2C(=O)N2CCCCC2)cc1 (centres undefined)	-2.4%	-4.0%	-30.8	-21.5%	1.9%	-5.3	7.5%	5.9%	0.2%	-4.9	-3.4%
COc1cc(C(=O)NCC(=O)N/N=C/c2cccnc2)cc(OC)c1OC	2.4%	1.3%	29.2	-10.4%	-5.0%	-0.4	-1.1%	-24.8%	2.8%	-8.8	-5.2%
O=[N+]([O-])c1cccnc1Oc1ccc(C2SCCS2)cc1	-0.9%	10.7%	16.3	-9.6%	?	3.0	21.3µM*	40.4%	?	-23.5	?
C=CCSc1nc2sc3c(c2c(=O)n1CC)CCc1ccccc1-3	13.5µM*	.	-11.6	?	13.9%	-1.2	?	10µM*	-9.2%	8.8	8.5%
CC(C)Cc1ccc(CN2CCCC(NC(=O)c3cccc(-n4cnnc4)c3)C2)cc1 (centres undefined)	-2.7%	-1.8%	-23.4	-12.4%	3.0%	7.3	?	?	-9.7%	-7.0	-1.8%
CC1Sc2ccc(S(=O)(=O)N3CCC(C(=O)NCCc4ccccc4)CC3)cc2NC1=O (centres undefined)	0.7%	-10.8%	0.0	-22.2%	-4.2%	.	-0.3%	?	-6.1%	5.9	-5.1%
COc1ccc(NC(=O)NC2(C(=O)N3CCOCC3)CCCCC2)cc1	1.0%	5.1%	9.8	21.8%	-1.3%	-1.2	-1.9%	5.8%	3.6%	-13.5	2.7%
Cn1c(SCc2ccccc2Cl)nnc1-c1cnccn1	3.0%	-1.5%	-1.9	9.3%	?	0.2	?	25.2%	11.2µM*	-10.2	?
CCOC(=O)C1=NOC(Cn2cc(C(C)=O)c(=O)[nH]c2=O)C1 (centres undefined)	-0.3%	1.4%	29.8	7.0%	-1.2%	1.3	2.6%	-24.4%	.	-15.5	-5.0%
O=C(Nc1ccnn1C1CCN(C(=O)c2cccc(Cl)c2)CC1)C1CC1	-4.7%	-1.7%	3.9	-4.5%	0.6%	.	-9.2%	9.4%	-0.3%	-10.6	0.3%
CCOC(=O)C1CCCCN1Cc1cccc(F)c1 (centres undefined)	-5.3%	5.7%	-3.1	5.0%	-2.0%	-0.6	0.9%	-21.9%	3.7%	-0.5	-0.8%
Cc1ccc(-c2cn(-c3ccc(OC(F)F)cc3)c3[n+]2CCCCC3)cc1	-7.8%	-8.4%	-6.9	-19.7%	-27.1%	1.2	0.0%	37.1%	-6.7%	-11.2	-20.5%
SMILES	Tb PFK inh	uPA surface inh	KCNH2 3.1 block	Gal4-VP16 FLuc	Rab9 prom act	FBPA coupling cs	FLuc modulator	RORg inh	ELG1 genotoxic	Giardia killer	NPC1 prom act
C=Cn1c(N2CCOCC2)nc2c1c(=O)[nH]c(=O)n2C	0.7%	-10.1%	2.8	6.4%	-5.0%	-0.3	3.6%	-14.5%	2.6%	-1.2	0.0%
CC(/C=N/Nc1nnc2c(n1)[nH]c1ccccc12)=C\c1ccco1	-10.0%	4.1%	-0.1	-5.8%	?	-1.5	-25.5%	-0.5%	11.8%	8.5	?
COc1ccc(S(=O)(=O)Nc2cc(Sc3ncn[nH]3)c(O)cc2C)cc1	0.0%	-3.2%	14.2	.	.	.	.	.	-2.4%	-2.4	.
COC(=O)/C=C1\N/C(=N\c2nc(C)cc(C)n2)N(c2ccccc2)C1=O	13.7%	-10.5%	2.9	21.3%	-0.7%	0.3	1.4%	-27.7%	-3.5%	9.9	0.0%
CC1CCCCC12NC(=O)N(CC(=O)Nc1ccc(S(=O)(=O)Nc3ncccn3)cc1)C2=O (centres undefined)	1.4%	-5.4%	-4.9	.	-4.5%	.	0.4%	.	3.2%	-2.5	1.2%
Clc1ccc(-c2c[n+](Cc3ccc(Cl)c(Cl)c3)c3n2CCC3)cc1	12µM*	.	.	?	-11.2%	-0.8	1.4%	38.7%	-9.3%	.	-9.5%
Cc1cccc(N(Cc2ccccc2)C(=O)C2CCN(C(=O)c3ccccc3C)CC2)c1	2.4%	-6.1%	3.1	.	-1.0%	.	-5.4%	.	-2.4%	-1.4	-6.7%
O=C(c1ccc2c(c1)OCO2)N1CCC2(CC1)Oc1ccc(F)cc1C(=O)C21CC(c2ccccc2)=NO1 (centres undefined)	-2.1%	5.8%	-4.4	-7.7%	-11.2%	3.4	0.2%	1.0%	-7.3%	-20.9	0.8%
O=C(Nc1nnc(C2CC2)o1)c1ccc(S(=O)(=O)N2CCCc3ccccc32)cc1	-7.9%	6.31µM*	-3.7	0.708µM*	-11.1%	7.4	1.2%	0.316µM*	-12.2%	?	-10.8%
COc1ccc(-n2cc(CNC3CCN(C)CC3)c(-c3cccc(F)c3)n2)cc1	0.4%	-6.4%	-20.0	?	-8.1%	-3.5	-11.9%	?	8.2%	4.4	-4.2%
COC(=O)c1cc(Br)ccc1NC(=O)Nc1ccccc1	-0.5%	0.8%	5.1	0.9%	-1.8%	1.5	-6.6%	29.5%	0.8%	-12.1	1.3%
O=C(O)c1cc(CN2CCOCC2)oc1-c1ccccc1	12.1%	-3.3%	2.8	1.6%	-3.7%	-0.2	3.4%	4.3%	-0.8%	1.4	-2.7%
CCC(c1nnnn1CCc1ccccc1)N(Cc1ccco1)Cc1cc2cccc(C)c2[nH]c1=O (centres undefined)	18.6%	-11.1%	-8.3	-15.2%	-1.6%	-1.3	2.6%[2.3 µM]	0.4%	-13.9%	-12.4	-0.8%
CCOC(=O)[C@@H]1[C@H]2COc3ccccc3[C@H]2N2C(=O)N(c3cccc(Cl)c3)C(=O)[C@]12C	-1.0%	-0.6%	1.0	.	.	.	.	.	-1.0%	5.6	.
Cc1cccc(-c2n[nH]c(=S)n2/N=C/c2ccc(C)o2)c1	5.4%	-1.5%	-5.4	11.2µM*	1.5%	-0.4	-1.5%	?	0.1%	14.5	1.5%
C=CCSc1ncccc1C(=O)O	-0.1%	.	-0.4	-6.2%	3.0%	2.9	-2.6%	-7.9%	7.5%	6.6	-0.3%

Screening results deposited in PubChem BioAssay by National Center for Advancing Translational Sciences (NCATS).
